Bioassay records from PubChem.
E-selectin induc = induces E-selectin expression in human endothelial cells | P16581 | AID 686992 | HUVEC E-selectin immunofluorescence imaging; normalized: neutral wells 0, TNF-alpha wells 100 | activation, % at 7.58 µM | hit rate 0.37% among 260,000;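 active = mean E-selectin-positive cell signal at least 10% of the positive control, reached in at least 60% of replicates, without over 20% cell loss; inconclusive = no rule given, readout overlaps actives, possibly toxicity-flagged; inactive = the rest, including those meeting only one limit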;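 also: in these data hits start at about 27%; measured in HUVEC primary endothelial cells; signal is the percent of cells scored E-selectin positive by PE staining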
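Test system – human umbilical vein endothelial cells (HUVEC), E-selectin induction · Input – 3,000 HUVEC seeded per well · Buffer or medium – EGM-2, gelatin · Compound dosing – single-point compound dose · Detection – immunofluorescence imaging · Measure – percent E-selectin-positive cells · Controls – TNF-alpha high, DMSO low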
F508del corr = correctors of CFTR F508del function in bronchial epithelial cells; CFBE cells, YFP halide quenching; stimulated with forskolin plus potentiator P3; % fluorescence drop versus neutral controls; activity (quench increase), % at 7.58 µM; hit rate 0.36% among 350,000;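 active = mean added fluorescence quench of at least 8% versus neutral control, with both replicates also reaching 8%; inconclusive = only one of the mean or replicate conditions met; inactive = mean below 8% and not both replicates reaching 8%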;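 also: cells transiently co-express mutant CFTR-F508del with the halide-sensitive YFP; corrector assay measuring rescue of mutant channel to the surface after 24 h compound exposure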
GSIS activator = GLuc luminescence reporter in INS-1E cells, primary screen for activators of glucose-dependent secretion of insulin; INS-1E GLuc reporter insulin secretion, 2-3 h; activation, % at 16.6 µM; hit rate 0.61% among 370,000; AID 743287;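 active = lowest replicate activation of at least 40%, so every replicate reaches that level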;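 also: 0% = median of neutral control wells and 100% = median of IBMX positive control wells; some compounds called inactive have numbers as strong as hits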
XiGFP reactiv = X-chromosome reactivation activator; XiGFP mouse fibroblasts, % GFP-positive cells imaging, 3 d; cells co-treated with 5-aza-dC sensitizer; scaled so ellipticine positive control = 100%; activation, % at 7.58 µM; hit rate 0.055% among 360,000; AID 743238;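 active = mean normalized replicate activation at least 10% and every replicate at or above 10%; inconclusive = only one of the two criteria met; inactive = mean below 10% and not all replicates reach 10%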;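 also: 0% = median of on-plate neutral control wells and 100% = ellipticine 6 µM median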
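assay system = SV40-immortalized XiGFP fibroblast cells, line 68-5-11 | buffer or medium = DMEM plus 5-aza-dC sensitizer | doses = single-point pinned compound dosing | times = 3-day compound exposure, then 15 min fixation at room temperature | benchmarks = positive control ellipticine, 6 µM final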
DENV2 CPE = DENV2-induced cell death inhibition | DENV2-infected cells, cytopathic effect rescue, plate reader | CPE inhibition, % at 9.99 µM | hit rate 1.7% among 350,000 | AID 651640; in the data active = CPE inhibition above about 20%, passing the limit was not always enough; inconclusive = no clear call, values can overlap the other calls; tested in BHK-21 cells;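 also: 0% = median of neutral control wells and 100% = median of positive control wells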
RAD54 branch = inhibitors of human RAD54 branch migration | RAD54 Holliday junction branch migration, FAM/BHQ fluorescence | Q92698 | hit rate 0.14% among 360,000 | inhibition, % at 10.4 µM;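 active = mean normalized replicate activity at least 40 and at least half of replicates scoring 40 or more; inconclusive = only one of the two criteria met; inactive = mean below 40 and under half of replicates reaching 40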;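 also: 0% = median of neutral control wells and 100% = median of positive control wells; inhibitors cause a drop in the FAM fluorescence signal; in these data hits start at about 50%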
Target sequence (Q92698 whole entry, looked up): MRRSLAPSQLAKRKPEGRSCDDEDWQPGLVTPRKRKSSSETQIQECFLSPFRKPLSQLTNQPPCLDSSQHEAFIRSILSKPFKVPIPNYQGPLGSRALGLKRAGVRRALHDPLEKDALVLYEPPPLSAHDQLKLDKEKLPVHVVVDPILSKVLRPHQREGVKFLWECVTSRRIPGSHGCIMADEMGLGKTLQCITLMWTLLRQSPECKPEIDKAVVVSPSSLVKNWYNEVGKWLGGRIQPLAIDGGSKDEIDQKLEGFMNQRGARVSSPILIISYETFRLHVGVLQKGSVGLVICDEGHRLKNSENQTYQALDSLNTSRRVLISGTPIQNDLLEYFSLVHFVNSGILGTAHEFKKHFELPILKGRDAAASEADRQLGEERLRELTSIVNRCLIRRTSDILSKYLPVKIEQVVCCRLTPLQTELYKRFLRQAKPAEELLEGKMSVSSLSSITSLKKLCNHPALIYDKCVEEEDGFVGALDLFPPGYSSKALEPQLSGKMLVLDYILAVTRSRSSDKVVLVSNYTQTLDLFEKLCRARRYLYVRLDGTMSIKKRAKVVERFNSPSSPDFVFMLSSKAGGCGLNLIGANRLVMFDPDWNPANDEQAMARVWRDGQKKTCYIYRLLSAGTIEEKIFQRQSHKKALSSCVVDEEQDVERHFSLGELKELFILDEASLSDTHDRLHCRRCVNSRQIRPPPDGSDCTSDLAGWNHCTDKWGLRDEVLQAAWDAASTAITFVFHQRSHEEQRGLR
CASP6 VEID inh = blocks human caspase-6 cleavage activity; purified caspase-6, Z-VEID-R110 cleavage fluorescence; inhibition, % at 12.5 µM; hit rate 0.53% among 350,000; P55212; AID 686996;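 active = mean inhibition across replicates at least about 35%, with every replicate also reaching that limit, limit read from the data; inconclusive = only one of the two criteria met; inactive = neither criterion met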;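 also: 0% = median of neutral control wells and 100% = no fluorescence left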
Target sequence (P55212 24-179 limits assumed): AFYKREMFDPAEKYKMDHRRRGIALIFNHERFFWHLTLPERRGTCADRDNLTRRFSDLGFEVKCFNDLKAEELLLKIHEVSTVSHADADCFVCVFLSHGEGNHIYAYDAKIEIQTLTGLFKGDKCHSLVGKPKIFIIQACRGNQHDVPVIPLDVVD
Target sequence (P55212 194-293 limits assumed): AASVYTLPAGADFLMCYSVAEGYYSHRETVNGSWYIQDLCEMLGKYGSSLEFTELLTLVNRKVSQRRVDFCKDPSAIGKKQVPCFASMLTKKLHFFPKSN
RAD52 anneal inh = blocks human RAD52 DNA annealing; inhibition, % at 18.7 µM; recombinant RAD52 DNA annealing, FRET fluorescence; P43351; hit rate 0.46% among 360,000; AID 651710;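 active = every replicate showing at least 50% inhibition; inconclusive = mean inhibition at least 50% but not in every replicate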
Numbers without * were called inactive; ? = inconclusive; · = no result given; & = joins results of further samples.

Values run as follows: E-selectin induc, F508del corr, GSIS activator, XiGFP reactiv, DENV2 CPE, RAD54 branch, CASP6 VEID inh, RAD52 anneal inh
1: CCN1CCN(C(=O)CCS(=O)(=O)c2cc3c(cc2Cl)NC(=O)CO3)CC1
→ -0.2, -0.4, -4, 0.2, -4, -2, -1, -6
2: C[C@H](CO)N1C[C@H](C)[C@@H](CN(C)CC2CC2)Oc2c(NC(=O)NC3CCCCC3)cccc2C1=O
→ 14, 2.2, 2, -0.4, -5, 1, -2, 8
3: COc1cccc(/C=C2\SC(=S)N(NC(=O)c3ccncc3)C2=O)c1
→ -1.9, 0.8, 10, 0.0, -1, 9, 3, -15
4: COc1ccccc1OCCCCNC(C)(C)C
→ ·, 1.1, 14, ·, ·, 0, -1, -17
5: CCCCCCOC(=O)c1ccc(N)cc1
→ ·, -5.0, 10, -0.1, -1, 1, -1, -32
6: COc1ccc(N2CCC(CNC(=S)Nc3c(C)cc(C)cc3C)C2)cc1 (centres undefined)
→ 1.9, 2.3, 27, 0.4, ·, ·, -2, 34
7: CCOc1ccc(-c2cc(N)n(S(=O)(=O)c3ccc(OC)cc3)n2)cc1
→ 0.3, -0.2, -7, 0.1, -9, -16, 0, -44
8: Cc1ccc([C@H]2C[C@@H](n3cc(-c4ccc(F)cc4)nn3)[C@H](O)CN2CC2CCCCC2)cc1
→ -0.1, 0.4, 6, 0.1, 18, -5, -2, -15
9: O=C(CCc1nc2ccccc2[nH]1)N1CCc2ccccc2C1
→ 3.5, 2.5, 11, 0.1, -5, -3, 2, -4
10: CSc1ccccc1C(=O)Nc1cccc([N+](=O)[O-])c1
→ ·, 0.3, 5, 0.1, ?, ·, 6, -2
11: Cc1ccc(NC(=O)C2=C(C(=O)O)CCCC2)cc1Br
→ 0.3, 1.9, -1, 0.0, -5, -1, -2, 3
12: Cc1noc(C)c1NC(=O)Nc1ccc2c(c1)C(=O)N([C@H](C)CO)C[C@H](C)[C@H](CN(C)Cc1ccccc1)OCCCC[C@H](C)O2
→ -0.1, -2.3, 0, 0.0, 4, -4, 2, 8
13: Cc1cccc(CSc2ccc3nnc(-c4cccs4)n3n2)c1
→ -0.5, ·, -2, 0.5, -1, ·, 4, -2
14: CO[C@@H]1CN(C)C(=O)c2cc(NC(=O)C3CCCC3)ccc2OC[C@@H](C)N(Cc2nccs2)C[C@H]1C
→ -0.1, 0.4, -1, 0.4, -7, -12, 0, 3
15: CCOC(=O)c1ccc(NC(=S)N2CCCC(C(=O)OCC)C2)cc1 (centres undefined)
→ 5.9, 0.5, -12, 0.0, 2, 7, 0, -18
16: CC(C)(C)OC(=O)N1CCC[C@@H]1C(=O)NCc1ccccc1
→ -0.1, 0.8, ·, 0.1, 0, ·, -1, 3
17: CC1=C(C(=O)N2CCOCC2)CC(CC(=O)NC(c2ccccc2)c2ccccc2)C(=O)N1CCC1=CCCCC1 (centres undefined)
→ 1.1, -0.4, ·, -0.2, ·, -8, 29, -16
18: CC(C)(C)[C@H]1C=C(C(=O)Nc2ccccc2)O[C@@H](OCCCCO)C1
→ 0.0, 0.8&1.0, 2, 0.1, 7, -9&-4, -1, 10
19: COc1ccc(NC(=O)Nc2cc(F)ccc2C)cc1
→ 0.0, 0.9, -14, -0.1, 8, ·, 5, -8
20: COc1ccc(S(=O)(=O)Nc2ccc3c(c2)CCC3)cc1
→ ·, 0.8, -50, 0.3, -9, ·, 3, -9
21: NC(=O)COc1ccc(C(=O)/C=C2/C(=O)Nc3ccccc32)cc1
→ -0.3, -1.8, -4, 0.9, 13, -11, 0, -18
22: Nc1ncc(Br)cc1S(=O)(=O)NC1CCCCC1
→ ·, 1.2, 7, 0.0, -2, -20, 2, -2
23: O=C(c1ccncc1)N1CC[C@@H]2[C@H](CO)Nc3ccc(-c4ccccc4)cc3[C@@H]21
→ -0.1, 5.0, 0, 0.0, -11, -2, -1, -35
24: Cc1[nH]c(=O)[nH]c(=O)c1CSc1nnc(CCCCCNC(=O)OC(C)(C)C)o1
→ ·, ·, 20, ·, ·, 2, 1, -10
25: Nn1c(-c2ccccc2)nc2ccccc2c1=O
→ 0.0, -2.5, 18, 0.2, -7, 1, 8, 3
26: O=C(Nc1ncn[nH]1)c1ccc(Cl)c(S(=O)(=O)Nc2ccc(Cl)cc2)c1
→ -0.8, ·, -13, 0.1, 7, ·, -1, 3
27: O=C(c1cc(Cl)cc(Cl)c1)N1CCC2CC1c1cc(N3CCCCC3)ccc12 (centres undefined)
→ ·, 3.1, ·, 0.2, -9, -5, -4, -57
28: CCCn1nc(Oc2nc(NC(C)C)nc(N(C)C)n2)ccc1=O
→ 0.0, 1.9, 8, 0.0, 3, -3, ·, -4
29: COc1ccc(CN2CCCCCC2)cc1
→ 2.3, 0.6, 6, 0.0, ?, -1, -5, -14
30: COc1ccc(-n2c(Cc3cc(=O)[nH]c(=O)[nH]3)nnc2SCC(=O)Nc2ccccc2)cc1
→ 0.1, -2.4, -9, 0.3, -5, 1, 0, -19
31: C[C@@H]1CN([C@H](C)CO)C(=O)c2cc(NC(=O)Nc3ccccc3)ccc2O[C@@H](C)CCCCO[C@@H]1CN(C)Cc1ccc(C(F)(F)F)cc1
→ -0.3, -12, -16, 0.7, -4, -14, ·, ·
32: Cc1c(CC(=O)N[C@@H](C)C(=O)O)c(=O)oc2cc3c(cc12)CCC(C)(C)O3
→ ·, 2.4, 24, 0.1, -5, 2, 8, -8
33: CC(C)OCCCN(CC(O)c1ccccc1)CC(O)c1ccccc1 (centres undefined)
→ 1.8, ·, 26, 0.0, ·, ·, 1, -3
34: Cc1cc(C(=O)COC(=O)C23CC4CC(CC(O)(C4)C2)C3)c(C)n1-c1c(C)n(C)n(-c2ccccc2)c1=O
→ 1.2, 1.5, 24, 0.1, ·, -11, 0, -10
35: COCC(=O)N[C@H]1C=C[C@H](CC(=O)NCc2ccccc2OC)O[C@H]1CO
→ -0.1, -0.5, -8, -0.1, 2, -2, 0, -11
36: CN(C)CCCNC(=O)C[C@@H]1C=C[C@H](NC(=O)Cc2cccnc2)[C@@H](CO)O1
→ 0.0, 2.3, 6, 0.0, 11, 4, 0, 0
37: CN1OC[C@@H]2CN(Cc3ccc(Cl)cc3)[C@H](c3cccc(Br)c3)C[C@@H]21
→ 0.1, -1.6, -6, ·, -3, 4, 0, -11
38: COCCCNC(=S)NNC(=O)c1cc(C2CC2)nc2ccccc12
→ 1.4, -0.3, 19, 0.0, -2, 3, 0, -5
39: Cc1cc(C)c(S(=O)(=O)N2CCN(C(=O)c3c(C)noc3C)CC2)c(C)c1
→ 0.1, 2.7, ·, 0.2, -4, 3, -4, -8
40: CN(C)c1ccc(CC(=O)N2CCCCC2c2cc(C(=O)Nc3cccc(C#N)c3)no2)cc1 (centres undefined)
→ 0.0, 5.4, 26, -0.1, 2, 5, 2, -22
41: O=c1oc2ccccc2cc1-c1csc(NN=C2CCCC2)n1
→ 1.0, ·, 10, 0.0, ·, 6, ·, ·
42: COc1ccccc1C(=O)NCCC(=O)Nc1ccc(S(=O)(=O)N2CC(C)CC(C)C2)cc1 (centres undefined)
→ -2.4, 3.3, -50, 0.0, 4, -6, 3, -14
43: O=C(O)c1ccc(-c2nnc(-c3cccc(Br)c3)o2)cc1
→ 0.2, 1.2, 8, 0.0, 7, -8, -4, -8
44: CCCNC(=O)N1CC2(C1)CN(C(=O)CCC)[C@@H](CO)c1[nH]c3cc(OC)ccc3c12
→ -0.3, 1.6, -4, 0.1, 22*, ·, ·, ·
45: C=CCN1[C@@H](C)[C@@H](c2ccccc2)Oc2c(Cl)cccc2S1(=O)=O
→ -0.1, -0.4, -3, 0.8, ?, ·, 1, 0
46: Cc1[nH]c(=O)[nH]c(=O)c1C=CC(=O)NC(CO)CS(=O)Cc1ccccc1 (centres undefined)
→ 5.0, 0.8, 2, 0.1, 12, 12, -1, -8
47: CCCNC(=O)C1CCN(S(=O)(=O)c2cccc3nonc23)CC1
→ -0.4, 0.2, 5, 0.0, 2, ·, 1, 1
48: CCc1nc(SCC(=O)O)c(C#N)c2c1CCCC2
→ ·, -1.2, 1, -0.1, -6, ·, 1, -19
49: COc1cccc(C(=O)NCC2(c3ccc(OC)c(OC)c3)CCCC2)c1
→ ·, 1.4, 20, -0.1, ?, -1, 1, 1
50: COCCN1Cc2cc3cc(C)ccc3nc2SC1=Nc1cccc(OC)c1
→ -1.7, -4.9, 35, 0.0, 6, ·, 0, -41
51: C[C@@H]1CN([C@@H](C)CO)S(=O)(=O)c2ccc(-c3ccncc3)cc2O[C@@H]1CN(C)C(=O)Nc1ccc(C(F)(F)F)cc1
→ 0.9, 4.0, -6, -1.1, -7, -2, -1, 9
52: C[C@@H]1CN([C@H](C)CO)C(=O)c2cccc(NS(=O)(=O)c3cn(C)cn3)c2O[C@H]1CN(C)Cc1ccccc1
→ -0.1, -4.1, 8, -0.2, 7, 2, 0, 0
53: CN(C)C(=O)c1cccc(-c2ccc3c(c2)[C@H]2[C@H](CCN2C(=O)c2cnccn2)[C@H](CO)N3)c1
→ -0.2, 0.1, 10, 0.1, ?, -2, 6, -28
54: COc1ccc2c(c1)CCc1c(C(=O)NCc3ccco3)noc1-2
→ ·, 0.4, 1, ·, -6, ·, 0, 6
55: O=C(Cc1ccccc1)NCCCNC(=O)Cc1ccccc1
→ -0.1, 4.6, -5, 0.0, -2, -3, 2, -5
56: O=C(NCCc1c[nH]c2ccccc12)C(=O)NCC(c1ccco1)N1CCN(c2ccc(F)cc2)CC1 (centres undefined)
→ 0.0, ·, -15, 0.0, 1, ·, 4, -3
57: O=C1NC(=Nc2ccccc2Cl)SC1(CO)CO
→ 1.8, -1.0, -2, 0.0, -5, -8, -4, -1
58: COc1cc(CCC(=O)Nc2ccc(S(=O)(=O)N3CCCC3)cc2)cc(OC)c1OC
→ ·, 0.3, 2, 0.0, 15, 0, -2, 0
59: COCC1CCN(C(=O)c2ccc3oc(CCCc4ccccc4)nc3c2)C1 (centres undefined)
→ 0.1, 3.0, -16, 0.4, 2, 5, -2, -8
60: CCOc1c(Br)cc(C2CC(=O)Nc3cc(OC)c(OC)cc32)cc1OC (centres undefined)
→ ·, 1.5, -14, -0.1, -4, -3, 4, 2
61: CC1CCN(C(=O)c2ccc(S(=O)(=O)N3CCCC3)cc2)CC1
→ -0.3, 9.3*, -10, 0.0, -10, 12, -2, -14
62: CCCCC(Br)C(=O)Nc1ccc(S(=O)(=O)Nc2cc(C)nc(C)n2)cc1 (centres undefined)
→ ·, -0.5, 0, 0.1, -2, -5, 1, -11
63: C[C@H](CO)N1C[C@H](C)[C@H](CN(C)C(=O)c2ccccc2)Oc2ncc(-c3ccc(C#N)cc3)cc2C1=O
→ 0.4, -0.2, 17, 0.0, -2, -13, 0, -10
